Compound activity from PubChem BioAssay.
Mdm2-MdmX inh: inhibitors of human Mdm2-MdmX association, primary screen, cell-based, luminescence, split luciferase, SaOS-2, uHTS | AID 485346, 2010 | 330,000 compounds, 3% hits | inhibition, % at 8 µM | SaOS-2 split-luciferase Mdm2/MdmX complementation | Protein Mdm4 (Homo sapiens) + E3 ubiquitin-protein ligase Mdm2 (Homo sapiens), …;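 active = inhibition of at least 50% at 8 µM in the primary screen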
CCR6 antag: CCR6 receptor antagonists, primary screen, cell-based, CHO-K1, luminescence, beta-arrestin, uHTS | C-C chemokine receptor type 6 (Homo sapiens), P51684 | CHO-K1 CCR6 PathHunter beta-arrestin, CCL20-stimulated | inhibition, % at 20 µM | 340,000 compounds, 0.49% hits | AID 493098, 2011;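 active = compounds whose inhibition of the agonist-driven luminescence signal at 20 µM reaches about 50%, limit read from the data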;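 note: cells stimulated with CCL20 at 14 nM final; plate controls were DMSO with CCL20 for no effect and DMSO without agonist for full effect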
Target sequence (P51684 whole entry, looked up): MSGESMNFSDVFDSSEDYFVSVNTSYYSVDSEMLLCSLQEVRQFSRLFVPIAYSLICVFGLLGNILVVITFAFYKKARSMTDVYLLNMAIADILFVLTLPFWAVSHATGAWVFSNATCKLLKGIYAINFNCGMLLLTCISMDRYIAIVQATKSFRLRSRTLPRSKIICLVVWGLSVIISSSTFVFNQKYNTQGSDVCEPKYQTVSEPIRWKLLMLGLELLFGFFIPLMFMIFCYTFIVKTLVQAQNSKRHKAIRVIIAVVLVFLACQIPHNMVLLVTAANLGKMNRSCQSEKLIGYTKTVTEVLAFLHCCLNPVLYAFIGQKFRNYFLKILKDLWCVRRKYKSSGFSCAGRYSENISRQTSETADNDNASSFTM
CHOP UPR activ: activators of apoptotic CHOP UPR arm, primary screen, cell-based, CHO-CHOP luciferase reporter, luminescence, uHTS. UPR activation; percent of tunicamycin response over DMSO baseline. activation, % at 10 µM. 330,000 compounds, 0.34% hits. AID 449763, 2010;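 active = at 10 µM dose, activation of 40% or more, normalized to positive control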;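 note: 100% = tunicamycin at 10 µg/mL and 0% = DMSO alone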
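Material: CHO-CHOP cells, stable luciferase reporter of PERK-eIF2a-CHOP signalling; quantity: 500 reporter cells seeded per well; buffer or medium: F12 medium containing 10% fetal bovine serum; compound: one dose, 10 µM in 0.5% DMSO; incubation: 6 h compound treatment, 37 °C; measured by: Steady-Glo luciferase luminescence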
UPR XBP1 act: activators of adaptive XBP1 UPR arm, primary screen, cell-based, CHO-XBP1 luciferase reporter, luminescence, uHTS; IRE1-XBP1 UPR activation; percent of tunicamycin response, DMSO as zero; activation, % at 20 µM; 330,000 compounds, 0.33% hits;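 active = versus positive control, 20 µM dose yields 30% or more activation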;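 note: 100% = tunicamycin at 10 µg/mL and 0% = DMSO only wells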
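Material: CHO cell line with stable XBP1 luciferase reporter; buffer or medium: F12 medium containing 10% fetal bovine serum; compound: single point, 20 µM final compound, 1% DMSO; incubation: 6 h treatment, 37 °C; measured by: glow luminescence from Steady-Glo reagent; evaluation: activation, % of tunicamycin; control set: tunicamycin high, DMSO low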
CXCR6 inh: CXCR6 receptor inhibitors, primary screen, cell-based, beta-arrestin, luminescence, CHO-K1 PathHunter, 1536-well; 360,000 compounds, 0.36% hits; AID 602244, 2012; inhibition, % at 20 µM; C-X-C chemokine receptor type 6 (Homo sapiens), O00574; in the data active = inhibition above about 34%, passing the limit was not always enough;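 note: antagonist mode with CXCL16 agonist at 10 nM final; 0% = 10 nM CXCL16 with DMSO and 100% = unstimulated wells without agonist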
Target sequence (O00574 whole entry, looked up): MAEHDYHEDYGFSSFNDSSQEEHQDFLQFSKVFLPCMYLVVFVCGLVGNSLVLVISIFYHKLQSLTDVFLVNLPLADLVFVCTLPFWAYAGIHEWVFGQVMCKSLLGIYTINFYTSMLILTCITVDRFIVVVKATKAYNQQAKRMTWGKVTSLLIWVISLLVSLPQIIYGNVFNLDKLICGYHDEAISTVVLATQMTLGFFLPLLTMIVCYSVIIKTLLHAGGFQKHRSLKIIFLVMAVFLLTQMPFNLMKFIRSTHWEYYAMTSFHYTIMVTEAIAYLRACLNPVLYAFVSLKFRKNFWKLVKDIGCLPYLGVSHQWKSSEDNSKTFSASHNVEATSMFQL
APJ agonist: agonists of human apelin receptor APJ, primary screen, CHO-K1 cells, PathHunter beta-arrestin, luminescence; 0% DMSO wells, 100% apelin; AID 2520, 2010; 330,000 compounds, 0.11% hits; activation, % at 20 µM; P35414;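 active = activation more than six SD over the plate average, tested at 20 µM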;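 note: 0% = DMSO alone and 100% = apelin-13 at 10 nM; some results filed as inactive read as strong as hits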
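Assay system: engineered CHO-K1 APJ arrestin reporter cells; Amount: 1000 CHO-K1 reporter cells seeded per well; Dosing: one dose, 20 µM compound, 1% DMSO; Times: compound stimulation 90 min at 25 °C, detection 60 min; Measured by: luminescent beta-gal fragment complementation, chemiluminescent substrate; Read-out: APJ–arrestin association signal; Controls: DMSO vs Apelin-13 10 nM.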
tim23-1 inh: growth inhibitors of tim23-1 mutant yeast, primary screen, luminescence, uHTS. S. cerevisiae tim23-1 growth, BacTiter-Glo luminescence, 24 h. inhibition, % at 20 µM. 330,000 compounds, 1.3% hits;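 active = growth inhibition of the mutant yeast at or above 50%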;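 note: temperature-sensitive mutant grown at 25 °C; plate controls were DMSO-treated mutant yeast for no effect and medium wells lacking yeast for full effect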
EBI2 antag: EBI2 receptor antagonists, beta-arrestin recruitment, primary screen, cell-based, luminescence, 7a,25-OHC stimulation, uHTS. 7a,25-OHC stimulated. inhibition, % at 5 µM. 360,000 compounds, 0.81% hits. AID 651636, 2012; in the data active = inhibition above about 38%;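 note: enzyme fragment complementation signal reports receptor beta-arrestin coupling in cells; 0% = agonist plus DMSO wells and 100% = wells without agonist; some results beyond the cut were filed as inactive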
Target sequence (P32249 whole entry, looked up, the tested form may be a part): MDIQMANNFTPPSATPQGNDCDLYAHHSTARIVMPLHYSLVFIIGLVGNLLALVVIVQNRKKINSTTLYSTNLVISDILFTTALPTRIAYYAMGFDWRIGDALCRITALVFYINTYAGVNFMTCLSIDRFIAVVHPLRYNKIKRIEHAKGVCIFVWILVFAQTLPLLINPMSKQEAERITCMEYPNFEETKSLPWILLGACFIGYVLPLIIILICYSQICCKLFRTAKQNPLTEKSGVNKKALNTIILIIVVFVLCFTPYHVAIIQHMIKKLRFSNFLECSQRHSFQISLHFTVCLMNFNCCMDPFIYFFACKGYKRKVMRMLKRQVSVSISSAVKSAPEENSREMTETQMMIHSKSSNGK
APJ antag: antagonists of human apelin receptor APJ, primary screen, CHO-K1 cells, beta-arrestin complementation, luminescence; 330,000 compounds, 0.32% hits; inhibition, % at 20 µM; P35414;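 active = inhibition above about 40% at 20 µM, limit read from the data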;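 note: cells challenged with 10 nM apelin-13 agonist together with compound; plate controls were apelin-13 plus DMSO wells for no effect and DMSO wells lacking apelin-13 for full effect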
The depositor's hits bear a star; · = no result given; & = joins results of further samples.

SMILES	Mdm2-MdmX inh	CCR6 antag	CHOP UPR activ	UPR XBP1 act	CXCR6 inh	APJ agonist	tim23-1 inh	EBI2 antag	APJ antag
O=C(NCCO)c1cc2ccccc2cc1O	9	-10	0.3	-2	-6	6	-1	-12	-22
COc1ccc(OCCSc2nc(-c3ccccc3)cc(=O)[nH]2)cc1	-31	7	-0.6	-1	3	-2	-8	5	-16
CC(C)=C(NC(=O)c1ccccc1Br)C(=O)NCCc1nc2ccccc2[nH]1	0	5	-0.5	-4	-13	-2	-4	-15	9
Cn1c(=O)c2c(ncn2CC(N)=O)n(C)c1=O	3	-12	-2.0	-1	-4	-1	8	-4	2
CC(/C=C\C=C\c1ccccc1)=N\NC(=O)c1cncc(Br)c1	-12	40	-0.5	-3	14	-2	23	-2	14
COc1ccc(C)cc1NC(=O)CN1CCN(c2ccccc2F)CC1	14	7	-5.0	-2	-10	0	9	14	-20
O=C(CSCC(=O)c1ccccc1)Nc1ccccc1Cl	18	-12	3.2	0	-1	-1	3	-2	3
COc1cc(Cl)c([C@@H]2C[C@H]3CN(c4ccccc4)C(=O)[C@]34CCCN24)cc1OC	7	-12	-0.2	0	-4	-3	28	-6	6
CCC1Oc2ccc(C)cc2N(CC(=O)NCCCN2CCN(Cc3ccccc3)CC2)C1=O (stereo not given)	4	10	-0.6	-3	4	-5	2	1	17
Cn1c(=O)[nH]c(=O)c2c1nc(N1CCCCC1)n2CC(O)CN1CCCCC1 (stereo not given)	5	-4	-3.2	1	6	0	12	-17	-14
COc1ccc(/C=N/OC(=O)Nc2ccc(Cl)cc2)c(OC)c1	-5	13	5.2	4	0	-3	24	-21	-6
O=C1CC(SCCO)C(=O)N1c1ccccc1 (stereo not given)	7	-11	-1.6	-1	2	-3	-1	-7	30
COc1ccc(NC(=O)Cn2cnc3c(cnn3C(C)(C)C)c2=O)cc1OC	13	11	0.0	0	4	-1	1	-2	-4
Cc1cc(NCCO)nc(-n2nc(C)cc2C)n1	14	11	-1.2	-3	0	-6	-29	-2	4
Cc1cccc(N2C(=O)C3C4C=CC(CC4)C3C2=O)c1 (stereo not given)	11	-12	2.2	1	-1	-2	6	2	4
C[C@H](NC(=O)c1ccccc1)C(=O)OCC(=O)Nc1ccc2c(c1)OCO2	-20	4	-1.0	0	-16	1	15	-7	-49
CC(C)n1c(NCc2nc3ccccc3n2C)nc2ccccc21	-1	0	1.9	0	14	-2	6	-20	6
CC(=O)N1CCN(CC(=O)Nc2ccc(C)c(S(=O)(=O)N(C)C)c2)CC1	-1	-8	-1.4	-1	3	1	19	-3	-6
CCOC(=O)c1sc(NC(=O)Nc2ccc(F)cc2)nc1C	-146	8	3.2	-1	-5	0	6	13	3
CCOc1ccccc1-c1noc(CCC(=O)Nc2cccnc2)n1	-11	-2	-0.3	-4	1	1	12	-3	6

Grouped by structure, the entries above with fluorine
SMILES	Mdm2-MdmX inh	CCR6 antag	CHOP UPR activ	UPR XBP1 act	CXCR6 inh	APJ agonist	tim23-1 inh	EBI2 antag	APJ antag
COc1ccc(C)cc1NC(=O)CN1CCN(c2ccccc2F)CC1	14	7	-5.0	-2	-10	0	9	14	-20
CCOC(=O)c1sc(NC(=O)Nc2ccc(F)cc2)nc1C	-146	8	3.2	-1	-5	0	6	13	3

Additional compounds:
SMILES	Mdm2-MdmX inh	CCR6 antag	CHOP UPR activ	UPR XBP1 act	CXCR6 inh	APJ agonist	tim23-1 inh	EBI2 antag	APJ antag
CCCN(CCC)C(=O)C1CCN(c2ccc(S(=O)(=O)N3CCOCC3)cc2[N+](=O)[O-])CC1	16	3	0.1	-5	8	2	-2	62*	1
COCCN1C(=O)/C(=C/c2ccc(OCc3ccc(C(=O)O)cc3)c(OC)c2)SC1=Nc1ccccc1	-14	29	2.9	1	5	-3	6	20	8
Cc1ccc(Cl)cc1NC(=S)NN	25	15	-1.0	-4	-12	2	12	5	0
Cc1cc(C)n(-c2nc(Nc3ccccc3)nc(-n3nc(C)cc3C)n2)n1	13	3	0.1	-3	-3	-5	-13	1	13
COc1ccc(CCNC(=O)CN2C(=O)NC3(CCCCC3C)C2=O)cc1 (stereo not given)	-12	-4	-1.0	0	7	-4	-1	-1	12
CC(C)CN(C(=O)COC(=O)Cc1c[nH]c2ccccc12)c1c(N)n(Cc2ccccc2)c(=O)[nH]c1=O	-2	12	-1.1	-1	-2	-8	5	-2	2
CCCCCNc1nc2ccccc2nc1NS(=O)(=O)c1cccs1	9	5	-3.0	-1	-2	0	13	7	17
O=C(CN1CCCCC1)Nc1cccc2c1OCO2	7	3	-1.0	-4	-3	-1	14	-7	-13
Cc1ccc(C(=O)O)cc1NC(=O)C1CCCN1S(=O)(=O)c1cccc2nsnc12 (stereo not given)	5	2	-1.6	-4	-1	-2	-13	-2	-70
CCC(C)(C)NC(=O)C(c1cccs1)N(C(=O)c1ccn[nH]1)c1ccccc1 (stereo not given)	14	-6	-0.5	-1	2	-1	0	-1	7
O=C(NC(C(=O)N/N=C/c1cccnc1)c1n[nH]c(=O)c2ccccc12)c1ccccc1 (stereo not given)	17	6	0.5	-3	-3	-4	5	-7	-8
Cc1cc(N2CCOCC2)nc(N2CCOCC2)n1	-22	-9	-0.4	-3	6	1	9	-5	3
Cc1ccc(Sc2ncccc2C(=O)O)cc1C	12	5	-0.5	0	-9	-2	15	5	-2
Cc1csc(SCC(=O)NC2CCS(=O)(=O)C2)n1 (stereo not given)	-2	0	-0.5	0	2	0	7	-24	-2
CC1CCN(CC(O)Cn2c3ccccc3c3ccccc32)CC1 (stereo not given)	20	-6	-0.1	-4	2	-4	-9	-5	-23
Cc1ccc2c(CC(=O)NCc3ccco3)coc2c1C	41	5	1.0	-1	9	-7	21	6	-12
O=C(CSc1nnc(-c2ccco2)n1Cc1ccco1)Nc1ccccc1	0	13	1.9	3	6	-9	17	-4	-3
O=C(NC1CC1)C1=C[C@@H](c2ccccc2)C[C@@H](OCc2ccc(CO)cc2)O1	8	8	-0.1	-1	-8	9	5	-16	1
O=C(CN1C(=O)S/C(=C\c2ccc(F)cc2)C1=O)NCCCn1ccnc1	0	-12	-0.2	-3	-7	-2	6	-1	-14
CN1c2ccc(Cl)cc2C(=O)NC1C1CC=CCC1 (stereo not given)	14	6	-1.0	-4	-4	3	18	-2	13
c1ccc(-c2csc(-c3ccc(-c4csnn4)cc3)n2)cc1	-18	-15	4.6	2	-1	-1	-4	4	-3
CCOC(=O)N1CCN(C(=O)Nc2ccc(Cl)cc2)CC1	-14	2	-1.2	-1	-8	6	13	8	1
COc1ccc(NC(=O)c2ccc(CNc3c(NC4CCCCC4)c(=O)c3=O)cc2)cc1OC	1	7&10	-0.6	-2	3&-8	0	-6	-3&-3	17
Cc1ccc(NC(=O)C2CCN(S(=O)(=O)c3ccc(Cl)c(C(F)(F)F)c3)CC2)nc1	12	3	-0.6	2	-2	-3	5	16	1
COc1ccc(-c2cc(C#N)nc(Oc3ccc(Cl)cc3)n2)cc1	37	3	-0.2	20	6	-1	7	10	-2
CCC(C)[C@@H]1NC(=O)N(CCCN2CCCC2=O)C1=O (stereo not given in full)	4	-1	1.6	-3	-1	-3	13	-15	13
COCCN(CCOC)Cc1cc(=O)oc2cc3c(cc12)CCC3	2	15	0.6	-1	6	-5	17	1	-4
COc1cc(C(=O)NCCOc2ccccc2C)c(Br)c(OC)c1OC	24	6	-1.3	-2	-5	0	13	-6	9
COC(=O)c1[nH]c(C)c(/C(O)=C2\C(=O)C(=O)N(CCN3CCOCC3)C2c2ccccc2OC)c1C (stereo not given)	1	-3	-2.5	5	12	-5	-9	-2	20
COC(=O)C1=C(C)N(Cc2ccco2)C(=O)N[C@@H]1c1cccc(C(F)(F)F)c1	12	·	-1.9	0	·	-2	26	·	0
O=C(COC(=O)/C=C/c1ccccc1)NCc1cccs1	21	5	-1.2	-1	4	-4	7	0	3
O=C(CCN1CCN(Cc2ccccc2)CC1)Nc1ccc(OCc2ccccc2)cc1	20	27	3.0	-3	-8	-1	3	-6	1
Cc1cccc(OCC(=O)N(C)c2c(N)n(Cc3ccccc3)c(=O)[nH]c2=O)c1C	-5	-1	0.1	0	6	1	25	-6	-5
COc1ccc(CCc2nnc(CCC(=O)N(C)Cc3ccncc3C)o2)cc1	-12	1	2.8	-2	-2	-4	10	-7	5
Cc1ccc(C(C)NC(=O)COC(=O)C2=COCCO2)cc1C (stereo not given)	31	3	-2.3	-1	-5	-2	-4	-12	23
CN(C)CCN(C(=O)C1CCN(S(=O)(=O)c2cccs2)CC1)c1nc2ccccc2s1	11	12	0.5	-2	7	-7	14	-1	19
COc1cccc(NC(=O)N2C3CCCC2CC(NC(C)=O)C3)c1 (stereo not given)	-2	-8	1.4	6	-8	-1	-7	-5	18
COc1ccc([C@H]2[C@H](C(C)=O)N3N=Cc4ccccc4C3C23C(=O)OC(C)(C)OC3=O)cc1 (stereo not given in full)	0	5	0.6	-2	3	0	4	2	0
O=C(Nc1ccc(-c2nc3ccccc3[nH]2)cc1)c1cccc(N2C(=O)CCC2=O)c1	3	-21	5.5	1	-5	0	-34	-6	-20
Cc1ccc(Cl)cc1N1CCN(S(=O)(=O)c2c(C)[nH]c(C)c2C(=O)N2CCCC2)CC1	-2	4	-1.1	-4	12	5	2	-3	-20
O=C(Cn1ncc2c(=O)oc3ccccc3c21)NC1CC1	-37	11	-0.2	-4	2	-1	7	2	23
CC1=NN(C(N)=S)C(=O)C1N=Nc1ccccc1O (stereo not given)	2	28	1.8	0	17	-5	5	7	-17
Cc1cc(S(=O)(=O)Nc2ccc(N3CCOCC3)cc2)ccc1Br	21	5	-0.5	0	4	-1	11	3	6
COc1ccc(-c2nc(N)c(C#N)c(-c3cccnc3)c2C)cc1	-3	7	0.2	-2	12	-4	10	-1	19
COc1ccc(N2CC(C(=O)Nc3ccccc3C(=O)NC3CC3)CC2=O)cc1 (stereo not given)	35	2	0.4	-2	-14	1	2	-11	41*
CCOc1ccc(C(C)NC(=O)Cc2ccccc2)cc1OCC (stereo not given)	0	-2	2.6	-3	-7	0	11	-11	10
Cc1c(C(=O)O)c(=O)n(-c2ccccc2)n1-c1ccccc1	-5	6	-1.4	-3	-6	-1	-8	10	18
CCCN1C(=O)c2ccc(C(=O)NC3=NCCS3)cc2C1=O	-1	-21	-0.9	1	-3	-1	9	0	10

Not all compounds are listed; count on the stated rates, not on these rows.
